EPAC1 antag – antagonists of human EPAC1 | O95398 | EPAC1 GEF assay, Rap1b-BODIPY-GDP exchange fluorescence | Potency, µM (series often up to 115 µM), for inactives: top-dose activity change, negative = inhibition, most hits filed as inhibitors | 0.14% of 360,000 active | AID 720709;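 also: potency is read from the fitted curve at half-maximal effect; plate controls were vehicle for no effect and positive control for full effect; nearly all actives have a fitted effect of over 50% in size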
EPAC2 agonist – agonists of human EPAC2 (RAPGEF4) | Q8WZA2 | EPAC2 activation, biochemical qHTS; response scale: 100% = 6.5 mM cAMP response | Potency, µM (highest dose often 154 µM), inactives show top-dose activation, most hits filed as activators | 0.079% of 360,000 active; also: potency is read from the fitted curve at half-maximal effect; nearly all actives have a fitted effect of over 50% in size
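Setup: EPAC2 100 nM, labeled Rap1B complex 250 nM, free GDP 50 uM. Compound titrations pinned in, brief spin, 5 min room temperature incubation. Kinetic fluorescence read over 30 min, normalized to 6.5 mM cAMP.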
CCT chaperon mod – modulators of cytosolic chaperonin (CCT/TRiC) activity | purified chaperonin ATPase assay, HTRF ADP detection, 30 min | activity change, % (concentration not given with the values), hits read low | 0.3% of 360,000 active; in the data active = activity change below about -30%; also: % is scaled to controls: 0 for no effect and ±100 for the full control effect
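Enzyme 40 or 20 nM (batch-dependent) in Tris pH 7.4/KCl/MgCl2/DTT; cpd 76 uM single point; ATP 10 uM; 30 min 37 °C; Transcreener ADP HTRF detection, 30 min RT; ratio 665/615.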
EPAC1 ag – agonists of human EPAC1. AID 720707. O95398. 0.073% of 360,000 active. EPAC1 agonist qHTS, biochemical assay; response scale: 100% = response to 6.5 mM cAMP. Potency, µM (titrated, usually from 154 µM), without a hit: at the top dose activation, actives largely listed as activators; also: potency is read from the fitted curve at half-maximal effect; nearly all actives have a fitted effect of over 60% in size
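Nucleotide exchange by EPAC1 (100 nM) on Rap1B–BODIPY-GDP (250 nM) in the presence of 50 uM GDP is tracked fluorescently at 480/540 nm over 30 min. Signals are normalized to a 6.5 mM cAMP control.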
IL-2 act – activates IL-2 in a cell-based reporter assay. IL-2 activation reporter assay, cell-based qHTS; stimulated with anti-CD3/CD4/CD28 beads; in transgenic mouse T cells. activation, % (series mostly up to about 46 µM). 0.065% of 360,000 active; in the data active = activation above about 50%; inconclusive = mostly about 30% to 49%; also: 0% is about no effect
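Using fluorescent plate cytometry, EGFP and DsRed are detected in transgenic mouse T cells stimulated 18 h at 37 degrees C with antibody-coated beads after 60 min compound pretreatment.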
PI5P4Ka inh – blocks human PI5P4K alpha kinase activity; max response, %; PI5P4Kalpha enzyme, ADP-Glo luminescence, 60 min; stronger effect = lower value; 1.2% of 330,000 active; AID 652105; P48426; active = max response of -50% or lower; inconclusive = between -30% and -50%; inactive = -30% or higher; also: value at the top dose of about 77 µM; % is scaled to controls: 0 for no effect and ±100 for the full control effect
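Quantitative HTS of the MLSMR library against PI5P4Kalpha with substrate. ATP added last at 5 microM final; room temperature, 60 minutes. Remaining ATP depleted, ADP converted and read as luminescence.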
PLK1 PBD inh – inhibitors of human PLK1 polo-box domain binding | 2.8% of 360,000 active | AID 720504 | Potency, µM, inactives show max response, negative = inhibition, actives largely listed as inhibitors | Plk1 PBD binding of FITC phosphopeptide, fluorescence polarization | P53350; also: potency is read from the fitted curve at half-maximal effect; series mostly up to about 57 µM; % is scaled to controls: 0 for no effect and ±100 for the full control effect; nearly all actives have a fitted effect of over 65% in size
WRN inhibitor – WRN helicase (human) inhibition | 0.46% of 360,000 active | WRN helicase unwinding, fluorescent forked duplex, kinetic | Potency, µM (top dose mostly 114 µM), inactives show top-dose activity change, negative = inhibition, most hits filed as inhibitors | Q14191; also: potency is read from the fitted curve at half-maximal effect; % is scaled to controls: 0 for no effect and ±100 for the full control effect; nearly all actives have a fitted effect of over 55% in size
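WRN at 20 nM final was preincubated with compound for 15 min at room temperature; reaction started with 100 nM forked duplex oligonucleotide carrying fluorophore and quencher plus 2 mM ATP (final). Unwinding followed kinetically by red fluorescence (ex 525/em 598 nm).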
The depositor's hits bear a star; ? = inconclusive; . = not tested or not shown. Unless noted, calls follow the shape of the dose curve; as a rule, active = well fitted curve in the direction sought with a large enough effect; inconclusive = small, poorly fitted or top-dose-only effect, or another doubt; inactive = no such curve, though single readings can be large; an effect the other way counts as inactive or inconclusive. An excerpt (hit frequency here may not be typical).

SMILES | EPAC1 antag | EPAC2 agonist | CCT chaperon mod | EPAC1 ag | IL-2 act | PI5P4Ka inh | PLK1 PBD inh | WRN inhibitor
Cc1ccc2cccc(OC(=O)N3CCCC3)c2n1 | 10% | 0% | -1.1 | -2% | 2.0 | -1 | -7% | 14%
CNC(=O)Oc1c(C)[nH]ccc1=O | 4% | 7% | -0.7 | 5% | 1.5 | 1 | -4% | 2%
O=P1(NC2CCCC2)COc2ccccc2OC1 | 7% | 9% | -23 | 3% | -1.0 | -5 | -7% | 3%
O=C(CN1CCCCC1)c1ccc(F)cc1 | -3% | -3% | 0.0 | -3% | -2.6 | 5 | -15% | -2%
O=C1NCN(c2ccccc2)C12CCN(C(CCc1ccccc1)c1nnnn1C1CCCCC1)CC2 (stereo not drawn) | -6% | 13% | -1.5 | -4% | -0.9 | 5 | -14% | -4%
CCOC(=O)C1=C(N)Oc2cc(C)oc(=O)c2C12C(=O)N1c3c(cc(OC)cc32)C(C)=CC1(C)C (stereo not drawn) | -2% | -1% | 0.0 | -7% | -3.0 | . | -13% | -4%
CSCCC(NS(=O)(=O)c1ccc2c(c1)oc(=O)n2C)C(=O)NC1CCCc2ccccc21 (stereo not drawn) | ? | -4% | -0.2 | -10% | 1.8 | -1 | 5% | 2%
Cc1ccc(N/N=C/c2c(O)n(-c3ccccc3)c(=O)[nH]c2=O)cc1 | -2% | -5% | -4.7 | -8% | -3.2 | -23 | -4% | -16%
O=C(O)CCn1cc(C=C2C(=O)NC(=O)NC2=O)c(-c2cc3ccccc3oc2=O)n1 | ? | 19% | -1.6 | 7% | -0.2 | -24 | 15µM* | -30%
CCOP(=O)(OCC)C(NC(=O)c1cccc([N+](=O)[O-])c1)C(Cl)(Cl)Cl (stereo not drawn) | -2% | 12% | 0.1 | -6% | -0.8 | 6 | 5% | -32%
CN(c1ccccc1)c1ccc([N+](=O)[O-])c2nonc12 | -15% | 9% | -0.8 | 2% | 4.2 | -4 | 7% | 4%
O=C(C1CC(c2ccccc2O)=NO1)N1CCC2(CC1)OCCO2 (stereo not drawn) | 13% | 3% | 1.5 | -3% | -1.9 | . | 0% | 1%
CCOC(=O)[C@]12Cc3ccccc3[C@H]1N(CCC(=O)OC)C(=O)c1cc(OC)ccc12 | -12% | -5% | 0.1 | -14% | -0.9 | 5 | ? | -26%
O=C(C(=O)N1CCOCC1)c1cn(Cc2ccc(F)cc2)c2ccccc12 | 1% | 0% | -0.5 | -8% | -1.5 | 1 | -17% | -1%
CC1([N+](=O)[O-])COP(=O)(NC2CCCC2)OC1 (stereo not drawn) | 1% | 4% | 1.2 | -3% | -0.3 | -1 | -2% | 9%
c1ccc2sc(NC3=NCCN3)nc2c1 | -3% | -1% | 0.4 | -9% | -2.8 | 6 | 2% | -17%
CCC(C)n1c(O)c(C(c2ccccn2)c2c(O)n(C(C)CC)c(=S)[nH]c2=O)c(=O)[nH]c1=S (stereo not drawn) | 17% | 5% | -5.4 | -6% | 1.4 | . | ? | -18%
CC12CN3CC(C)(CN(C1)C3c1cccs1)C2=O (stereo not drawn) | -2% | 5% | 1.2 | -4% | 2.5 | -2 | -2% | 12%
CCC(=NCC1CCCO1)c1c(O)n(-c2ccccc2C)c(=O)[nH]c1=O (stereo not drawn) | 4% | 15% | -4.5 | 6% | -2.1 | -8 | -6% | -6%
Cn1cccc1/C=C1\C(=O)NC(=O)N(Cc2ccco2)C1=O | ? | 10% | -2.2 | -15% | 9.0 | -80* | 24µM* | 40µM*

A draw from above in order of number of heavy atoms, low to high:
SMILES | EPAC1 antag | EPAC2 agonist | CCT chaperon mod | EPAC1 ag | IL-2 act | PI5P4Ka inh | PLK1 PBD inh | WRN inhibitor
CC12CN3CC(C)(CN(C1)C3c1cccs1)C2=O (stereo not drawn) | -2% | 5% | 1.2 | -4% | 2.5 | -2 | -2% | 12%
CN(c1ccccc1)c1ccc([N+](=O)[O-])c2nonc12 | -15% | 9% | -0.8 | 2% | 4.2 | -4 | 7% | 4%
Cc1ccc(N/N=C/c2c(O)n(-c3ccccc3)c(=O)[nH]c2=O)cc1 | -2% | -5% | -4.7 | -8% | -3.2 | -23 | -4% | -16%
CCC(=NCC1CCCO1)c1c(O)n(-c2ccccc2C)c(=O)[nH]c1=O (stereo not drawn) | 4% | 15% | -4.5 | 6% | -2.1 | -8 | -6% | -6%
O=C(C(=O)N1CCOCC1)c1cn(Cc2ccc(F)cc2)c2ccccc12 | 1% | 0% | -0.5 | -8% | -1.5 | 1 | -17% | -1%
CSCCC(NS(=O)(=O)c1ccc2c(c1)oc(=O)n2C)C(=O)NC1CCCc2ccccc21 (stereo not drawn) | ? | -4% | -0.2 | -10% | 1.8 | -1 | 5% | 2%
O=C1NCN(c2ccccc2)C12CCN(C(CCc1ccccc1)c1nnnn1C1CCCCC1)CC2 (stereo not drawn) | -6% | 13% | -1.5 | -4% | -0.9 | 5 | -14% | -4%

(listing goes on)
SMILES | EPAC1 antag | EPAC2 agonist | CCT chaperon mod | EPAC1 ag | IL-2 act | PI5P4Ka inh | PLK1 PBD inh | WRN inhibitor
O=C(O)CCn1cc(C=C2C(=O)NC(=S)NC2=O)c(-c2cccc(Cl)c2)n1 | -17% | 6% | 0.3 | 3% | -0.7 | -86* | 4.7µM* | 45µM*
CN(C)S(=O)(=O)c1cc(C(=O)N2CCC(C(=O)O)(c3ccccc3)CC2)ccc1Cl | -9% | 5% | 3.1 | -2% | 0.4 | 8 | 3% | 2%
O=C(CN1CCCCC1)c1ccc2c(c1)OCO2 | 6% | 2% | 0.3 | 8% | -0.5 | -5 | -5% | -3%
CC(C)n1c(=O)c(C=Nc2ccc(F)cc2)c(O)n(Cc2ccco2)c1=O | 16% | -10% | -0.1 | 4% | -0.8 | -3 | 7% | -7%
COC(=O)C1(C(=O)O)Cc2cc([N+](=O)[O-])ccc2N2CCCC21 (stereo not drawn) | 2% | 1% | 0.2 | 4% | 1.0 | -1 | -7% | 0%
C[C@]12C[C@H](O)[C@@H](O)CC1=CCC1C2CC[C@@]2(C)C1CC[C@@H]2O (stereo partly drawn) | -18% | 4% | -2.8 | 1% | -0.3 | 1 | -8% | 8%
COc1cccc(C(=O)C2CCCN(Cc3ccc(F)cc3)C2)c1 (stereo not drawn) | ? | 5% | 0.0 | 0% | -2.3 | 3 | -11% | 6%
C[C@]12CC[C@@H](O)CC1=CCC1C2CC[C@@]2(C)C1CC[C@@H]2O (stereo partly drawn) | 4% | -2% | 1.5 | -8% | -0.7 | 5 | 0% | 4%
CN1CCC(n2nccc2N)CC1 | 8% | -4% | -1.0 | 0% | -0.5 | 0 | -2% | -4%
O=c1[nH]c2ccccc2n1C1CCN(C(c2nnnn2C2CCCC2)C2CC2)CC1 (stereo not drawn) | -11% | 8% | -0.5 | 10% | -0.2 | -2 | -7% | -5%
COc1c(O)ccc2c1-c1c3c(cc4c1C(C2)N(C)CC4)OCO3 (stereo not drawn) | 7% | -2% | 0.8 | . | 1.9 | 1 | 2% | -7%
CC(C)n1cc(C(=O)N(CC(=O)NC2CCCC2)Cc2ccccc2)cn1 | 11% | -6% | -1.7 | 4% | -2.3 | . | -8% | -6%
CC(C)C[C@H](NP(=O)(O)O[C@@H]1O[C@@H](C)[C@H](O)[C@@H](O)[C@H]1O)C(=O)N[C@@H](Cc1c[nH]c2ccccc12)C(=O)O | -26% | -16% | -2.6 | -13% | -0.5 | 1 | -14% | 6%
ON1C2CCCCC2N(O)C1c1ccccc1 (stereo not drawn) | 9% | 8% | 2.7 | 0% | -1.1 | . | -1% | 0%
O=C(O)Cn1cc(/C=C2\C(=O)NC(=O)N(Cc3ccco3)C2=O)c2ccccc21 | ? | -6% | -6.6 | -5% | -0.3 | ? | 9.5µM* | 40µM*
O=[N+]([O-])c1ccc(CN2CC=C(c3ccccc3)CC2)cc1 | ? | 12% | 0.7 | -2% | 3.5 | -5 | -3% | -23%
CCc1ccccc1NC(=O)N1C[C@H]2C[C@@H](C1)c1cccc(=O)n1C2 | 4% | 1% | -1.2 | -16% | 0.2 | -1 | 0% | 6%
C[n+]1c(-c2ccccc2)sc2ccccc21 | 1% | 0% | -0.9 | -1% | -1.0 | -6 | ? | 18%
CC12CN3CC(c4ccccc4)(CN(C1)C31CCCCC1)C2=O | 4% | 1% | -5.2 | -4% | 0.7 | 11 | 1% | 0%
COc1ccc(C(=O)C2CCCN(Cc3ccc(C)s3)C2)c(OC)c1 (stereo not drawn) | 0% | -2% | 2.0 | -5% | -1.3 | 1 | 3% | 0%
Cc1cc(OCC(=O)N2CCC(C(=O)NCC(C)C)CC2)c2c3c(c(=O)oc2c1)CCCC3 | -9% | -9% | 0.7 | 1% | -2.8 | -2 | -4% | 3%
O=c1[nH]c(=O)n(-c2cccc(Cl)c2)c(O)c1/C=N/c1ccccn1 | 2% | 7% | -0.9 | 2% | -2.6 | 0 | 8% | -7%
CNc1ccc2nc3ccccc3[n+](C)c2c1 | ? | -5% | 1.5 | -12% | -5.9 | 4 | -23% | 3µM*
COC(=O)C1=C(c2cc3ccccc3s2)C[C@@H]2CC[C@H]1N2C(=O)N1CCC(O)CC1 | -6% | 5% | 0.8 | 0% | 0.1 | -2 | -5% | -1%
C=CCn1c(O)c(/C=N/NC(=O)CCCC)c(=O)[nH]c1=S | -7% | -9% | -4.1 | 14% | -0.1 | -5 | -10% | -11%
CCCCn1c(O)c(C(C)=NCc2ccco2)c(=O)[nH]c1=O | -4% | 7% | -0.7 | 6% | 0.7 | -2 | -6% | -7%
COc1ccc(F)cc1C(=O)C1CCCN(Cc2cnc(C)s2)C1 (stereo not drawn) | 27% | -1% | -0.9 | -8% | 0.3 | 1 | 2% | 5%
CCC1(c2ccc(-c3ccccc3)cc2)C(=O)NC(=O)NC1=O | 1% | -6% | 2.7 | -9% | 0.8 | 3 | 4% | 11%
CCOP(=O)(OCC)c1ccc(O)cc1 | 5% | 4% | -0.8 | 9% | 0.5 | 0 | -2% | -1%
C/C(=N\N1CCN(C)CC1)c1c(O)[nH]c(=O)[nH]c1=O | 9% | -3% | -1.7 | 2% | -3.1 | 1 | 1% | 8%
N#Cc1ccc(C(=O)N2Cc3cnnn3-c3ccccc3C2C#N)cc1 (stereo not drawn) | 2% | 7% | -0.2 | 12% | 0.1 | -6 | -6% | -9%
CC1=C2C(=O)C3C(CC=C4CC(O)CCC43C)C2CCC12OC1CC(C)CNC1C2C (stereo not drawn) | -5% | -2% | 0.5 | -10% | 0.1 | 3 | -2% | -8%
O=C(CN1CCN(C(=O)COc2cccc(F)c2)CC1)Nc1ccc(Cl)c(C(F)(F)F)c1 | -21% | 6% | -0.2 | -2% | 0.2 | 6 | 1% | -1%

Screens: PubChem, National Center for Advancing Translational Sciences (NCATS)
